# High-throughput results: PubChem BioAssay, National Center for Advancing Translational Sciences (NCATS)
# AmpC inh no detg: qHTS Inhibitors of AmpC Beta-Lactamase (assay without detergent) | AmpC nitrocefin hydrolysis, absorbance 480 nm, 0.0001% Triton | Potency, µM (top dose mostly 57.1 µM), without a hit: at the top dose activity change, negative = inhibition, most hits filed as inhibitors | hit rate 0.52% among 330,000 | AID 485341, 2010;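 further: potency means the concentration at half of the fitted maximal effect; plate controls were no compound for no effect and no enzyme for full effect; nearly all actives have a fitted effect of over 20% in size; some results filed as inactive show a strong effect at the top dose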
# Target sequence (P00811 whole entry, looked up): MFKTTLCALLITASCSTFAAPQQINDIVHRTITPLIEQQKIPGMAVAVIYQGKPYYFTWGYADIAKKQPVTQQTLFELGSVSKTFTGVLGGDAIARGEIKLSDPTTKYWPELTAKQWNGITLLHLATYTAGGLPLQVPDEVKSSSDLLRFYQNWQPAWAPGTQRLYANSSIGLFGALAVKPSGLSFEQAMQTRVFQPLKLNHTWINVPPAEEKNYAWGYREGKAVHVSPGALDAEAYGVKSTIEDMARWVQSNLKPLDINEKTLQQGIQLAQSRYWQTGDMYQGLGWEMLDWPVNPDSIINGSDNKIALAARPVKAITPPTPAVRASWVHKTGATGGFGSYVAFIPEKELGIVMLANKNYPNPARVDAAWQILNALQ
#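 AmpC (5.3 nM in the dispensed reagent) in 20 mM phosphate pH 7.0 with 0.01% (detergent screen) or 0.0001% Triton X-100 was preincubated with compounds for 15 min at room temperature. Nitrocefin was then added from an 800 uM solution, and hydrolysis was followed at 480 nm.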
# Sm TGR inh: qHTS Assay for the Inhibitors of Schistosoma Mansoni Peroxiredoxins. AID 485364, 2010. Schistosoma mansoni thioredoxin glutathione reductase (TGR), Q962Y6. hit rate 3% among 360,000. Potency, µM (top dose mostly 114 µM), inactives show top-dose activity change, negative = inhibition, hits mostly inhibitors. purified TGR, DTNB reduction, TNB absorbance 405 nm; further: potency means the concentration at half of the fitted maximal effect; nearly all actives have a fitted effect of over 60% in size
#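 Kinetic colorimetric format: TGR-catalysed, NADPH-driven DTNB reduction monitored via TNB absorbance. Enzyme dispensed at 20 nM; compound exposure 15 min at room temperature before reaction start.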
# AmpC detergent: qHTS Inhibitors of AmpC Beta-Lactamase (assay with detergent). P00811. AmpC hydrolysis of nitrocefin, absorbance 480 nm, 0.01% Triton. Potency, µM (titrated, usually from 114 µM), for the others: at the top dose activity change, negative = inhibition, most hits filed as inhibitors. hit rate 0.041% among 370,000. AID 485294, 2010;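 further: potency means the concentration at half of the fitted maximal effect; 0% = no-compound wells and -100% = no-enzyme wells; nearly all actives have a fitted effect of over 25% in size; some results filed as inactive show a strong effect at the top dose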
#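 AmpC (5.3 nM in the dispensed reagent) in 20 mM phosphate pH 7.0 with 0.01% (detergent screen) or 0.0001% Triton X-100 was preincubated with compounds for 15 min at room temperature. Nitrocefin was then added from an 800 uM solution, and hydrolysis was followed at 480 nm.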
# Giardia FBPA inh: qHTS Assay for Inhibitors of Fructose-1,6-bisphosphate Aldolase from Giardia Lamblia. purified Giardia FBPA. A8B2U2. AID 2451, 2010. hit rate 0.71% among 290,000. Potency, µM (highest dose often 59.6 µM), inactives show at the highest dose activity, negative = inhibition, hits mostly inhibitors; further: potency means the concentration at half of the fitted maximal effect; nearly all actives have a fitted effect of over 55% in size
# Target sequence (A8B2U2 whole entry, looked up): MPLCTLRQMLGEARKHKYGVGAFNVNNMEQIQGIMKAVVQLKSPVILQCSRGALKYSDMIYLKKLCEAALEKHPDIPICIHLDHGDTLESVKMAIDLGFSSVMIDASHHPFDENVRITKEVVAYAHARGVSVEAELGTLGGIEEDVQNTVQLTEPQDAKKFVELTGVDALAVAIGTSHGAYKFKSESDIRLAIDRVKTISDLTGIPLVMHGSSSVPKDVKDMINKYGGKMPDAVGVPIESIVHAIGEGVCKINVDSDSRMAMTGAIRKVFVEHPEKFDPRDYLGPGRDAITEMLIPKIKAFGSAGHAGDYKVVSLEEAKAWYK
#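 40 nM FBPA preincubated 10 min at RT with compound (up to 57.5 uM final), then substrate plus GAPDH/TPI/NAD/arsenate coupling and diaphorase/resazurin added. Fluorescence read after 20 min at RT, 525/598 nm.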
# HCV inh: qHTS Assay for Inhibitors of Hepatitis C Virus (HCV). Huh7.5.1 HCVcc-Cre infection, luciferase reporter, 44 h. Potency, µM (highest dose often 41.8 µM), without a hit: top-dose activity change, negative = inhibition, most hits filed as inhibitors. hit rate 3.4% among 340,000; further: potency means the concentration at half of the fitted maximal effect
#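 Antiviral activity was scored by luciferase reporter output from cells infected with HCVcc-Cre (~0.5 moi) in presence of compound, 44 h infection period, cells seeded 1,000/well 4 h prior.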
# HCMV inh: qHTS Assay for inhibitors of the human cytomegalovirus (HCMV); HFF cells, HCMV-luciferase reporter, 72 h; active compounds read low; AID 1259415, 2018; activity change, negative = inhibition, % at 57.5 µM; hit rate 4.5% among 410,000; in the data active means activity change below about -60%; inconclusive means no clear call, values can overlap the other calls; inactive means above about -39%
#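 Screen run at 2 compound doses on HFFs infected with reporter HCMV, MOI 1 PFU/cell. Luciferase activity from cell lysates at 72 h post infection gave inhibition relative to buffer-only and Salinomycin wells.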
# Active calls of the source: *; u = inconclusive; x = no result given; & = joins results of further samples; ! = not confirmed by another sample; [ ] = remark or other dose. Unless noted, the call rests on the fitted dose curve; in most records, active means well fitted curve in the direction sought with a large enough effect; inconclusive means small, poorly fitted or top-dose-only effect, or another doubt; inactive means no such curve, though single readings can be large; an effect the other way counts as inactive or inconclusive. Unless noted, on the % scale 0 is the no-effect control and ±100 the full control effect.
SMILES,AmpC inh no detg,Sm TGR inh,AmpC detergent,Giardia FBPA inh,HCV inh,HCMV inh
COC(=O)C1=C(c2ccc(OC(F)(F)F)cc2)C[C@@H]2CC[C@H]1N2C(=O)NCCOc1ccc(OC)cc1,166%[activator],-5%,9%,x,u,-24
COc1ccccc1-c1nc(-c2ccc(Br)o2)no1,-8%,u,-2%&1%,-2%,-22%,220&141
Cc1ccc(C(=O)N2CCN(c3ccc([N+](=O)[O-])c(NCc4cccnc4)c3)CC2)cc1,159%[activator],4%,-11%,-11%,13µM*,-36
COc1ccc(Nc2cc(C(=O)NCc3ccccc3)c3ccccc3n2)cc1,x,-3%,-9%,x,x,u
O=C(CCc1nnc(CCCCc2ccccc2)o1)NC(c1cccnc1)C(F)(F)F (configuration not stated),143%[activator],6%,10%,4%,-20%,13
CCN1CCN(S(=O)(=O)c2ccc(Cl)c(C(=O)N(C)Cc3ccc(Cl)cc3Cl)c2)CC1,173%[activator],-3%,-12%,x,u,0
COc1cc(Br)c(CCNC(=O)c2ccco2)cc1OC,-4%[2.29 µM],-27%,-7%,3%,-9%,-17
CSc1cccc(CN2CCCC(CNC(=O)c3ccc(F)cc3)C2)c1 (configuration not stated),16%,-6%,12%,4%,-18%,-15
O=C(c1nn(-c2ccccc2)c(=O)c2ccccc12)N1CCN(c2ncccn2)CC1,-8%,4%,7%,8%,-6%,-36
CCCCCn1c(SCC(=O)OCC)nc2cc(C(=O)N3CCC(C(N)=O)CC3)ccc2c1=O,55%,-2%,u,10%,-5%,-20
Cc1cc(OC(C)C(=O)NC(Cc2c[nH]c3ccc(O)cc23)C(=O)O)c2c(C)cc(=O)oc2c1 (configuration not stated),-25%,62%[activator],-8%,-24%,1%,16
COc1ccccc1-c1nnc(SCC(=O)Nc2oc(C)c3c(C)n[nH]c(=O)c23)n1C,-9%,19%,-3%,x,20%,-1
O=C(O)CN1c2cccc3cccc(c23)S1(=O)=O,-20%,35µM*,2%,3%,0%,25
COc1cccc(OCc2nnc(SCC(=O)NCc3ccco3)n2C)c1,-20%,u,u,2%,20%,-1
O=C(O)COc1ccc(/C=C/C(=O)c2ccc3ccccc3c2)cc1,-54%,0%,-18%,-1%,2%,x
CCOC(=O)c1ccc(NC(=O)C(=O)NCC2CCCO2)cc1 (configuration not stated),-13%,33%,-1%,x,19%,36
Cc1nc(-c2nnc(SCC(=O)Nc3cc(C(F)(F)F)cc(C(F)(F)F)c3)n2C)cs1,2%,-13%,0%,14%,2%,18
Cc1c(/C=C/C(=O)c2cccs2)cnn1C,-9%,0%,-2%,-19%,4%,-28
CCCNC(=O)Cn1cnc2sc(C(=O)NCCCN3CCOCC3)c(C)c2c1=O,-17%,0%,-2%,x,22%,u
CCN(CC)CCN(C(=O)c1c(F)cccc1F)c1nc2cc(C)cc(C)c2s1,159%[activator],31%,2%,-12%,10µM*,-22
COCCNC(=O)CN1CCN(Cc2cccc(Cl)c2)C1=O,-53%,4%,u,4%,8%,-5
CC(C)c1cc(NCc2ccccn2)n2c(nc3ccccc32)c1C#N,-12%,1%,3%,3%,u,-27
CCc1nnc2c(NCc3ccccc3)nc3ccccc3n12,x,-6%,3%,x,x,-5
N#Cc1nc(-c2ccccc2F)oc1N1CCN(C(=O)c2ccco2)CC1,39%,1%,0%,-3%,x,14
COc1ccc(NC(=O)CN2CCN(C3c4ccccc4-c4ccccc43)CC2)c(OC)c1,-4%,0%,-4%,-3%,u,-40

# Fetched by structure from the list above, 6 records:
SMILES,AmpC inh no detg,Sm TGR inh,AmpC detergent,Giardia FBPA inh,HCV inh,HCMV inh
CCc1nnc2c(NCc3ccccc3)nc3ccccc3n12,x,-6%,3%,x,x,-5
Cc1nc(-c2nnc(SCC(=O)Nc3cc(C(F)(F)F)cc(C(F)(F)F)c3)n2C)cs1,2%,-13%,0%,14%,2%,18
O=C(O)COc1ccc(/C=C/C(=O)c2ccc3ccccc3c2)cc1,-54%,0%,-18%,-1%,2%,x
CCCNC(=O)Cn1cnc2sc(C(=O)NCCCN3CCOCC3)c(C)c2c1=O,-17%,0%,-2%,x,22%,u
CCN(CC)CCN(C(=O)c1c(F)cccc1F)c1nc2cc(C)cc(C)c2s1,159%[activator],31%,2%,-12%,10µM*,-22
CCN1CCN(S(=O)(=O)c2ccc(Cl)c(C(=O)N(C)Cc3ccc(Cl)cc3Cl)c2)CC1,173%[activator],-3%,-12%,x,u,0

# (listing goes on)
SMILES,AmpC inh no detg,Sm TGR inh,AmpC detergent,Giardia FBPA inh,HCV inh,HCMV inh
COc1ccc(-n2c(SC(CN3CCCCC3)CN3CCCC3=O)nc3ccccc3c2=O)cc1 (configuration not stated),119%[activator],-21%,0%,-9%,u,-31
CS(=O)(=O)c1ccc(-c2nnn(CC(=O)N3CCCCC3)n2)cc1,1%,-4%,u,10%,-5%,-18
CCOc1ccc(N(C)C(=O)c2oc(=O)c3ccccc3c2-c2ccccc2)cc1,x,8%,0%,x,x,-37
Cc1ccc(/C=C(\NC(=O)c2ccccc2)C(=O)NC2CCN(Cc3ccccc3)CC2)o1,-1%,u,2%,x,-17%,28
CC1C=CCC2C(=O)N(c3cccc(C(=O)N4CCN(c5ccc(F)cc5)CC4)c3)C(=O)C12 (configuration not stated),-10%,0%,-5%,-13%,x,3
CC(=O)N1C(C(=O)O)CSC1c1ccc(C)cc1 (configuration not stated),-9%,1%,u,1%,5%,0
COc1cccc(N(C(=O)Cn2nnc(-c3ccc(Cl)cc3)n2)C(C(=O)NCC2CCCO2)c2ccc(C)cc2)c1 (configuration not stated),-13%,2%,-2%,2%,18%,-23
C[C@H](CO)N1C[C@H](C)[C@@H](CN(C)C(=O)NC2CCCCC2)Oc2c(NC(=O)Nc3ccc4c(c3)OCO4)cccc2C1=O,304%[activator],x,x,x,2%,-2
O=C(Nc1ccccc1)NC1(C(=O)N2CCN(c3ncccn3)CC2)CCCCC1,-15%,-26%,u,-2%,8%,20
O=C(Cn1c(=O)oc2cc(S(=O)(=O)N3CCCCC3)ccc21)NCc1ccc(F)cc1,x,-8%,-4%,x,x,-12
Cc1cccc(-c2cc3nc(-c4ccccc4)cc(N4CCC5(CC4)OCCO5)n3n2)c1,-1%,5%,1%,2%,u,-24
Cc1nc(-c2ccc(S(=O)(=O)Nc3ccc(C)c(N(C)C)c3)cc2)co1,x,-3%,-2%,x,x,u
CCC1CCCCN1C(=O)CN1C(=O)CSC1=O (configuration not stated),26%,-1%,-7%,1%,15%,2
Cc1ccc(NC(=O)Cn2nnc(-c3ccccc3NC(=O)c3cccs3)n2)cc1,-33%,6%,-4%,-2%,u,u
Cc1cc(C)cc(S(=O)(=O)c2cnc3ccccc3n2)c1,-1%,u,u,5%,-7%,-14
CC(C)C(=O)Nc1ccc(Sc2ccc(F)cc2)cc1,-28%,2%,1%,-3%,u,-30
C[C@H](NC(N)=O)C(=O)N1CCN(S(=O)(=O)c2ccc3ccccc3c2)CC1,3%,0%,0%,10%,-8%,-17
O=c1[nH]cc([N+](=O)[O-])cc1Br,-15%,-26%,0%,0%,9%,6
O=C1Nc2cc(Cl)ccc2C1(N1CCNCC1)C(F)(F)F (configuration not stated),-36%,0%,0%,3%,5%,13
O=C(CNS(=O)(=O)c1ccccc1)OCC(=O)c1ccccc1Cl,-14%,-1%,2%,-4%,11%,-36
Cn1c(=O)c(C(=O)CSc2ccccc2)c(N)n(Cc2ccccc2)c1=O,-8%,4%,4%,8%,u,u
Nc1nnc(C(F)(F)F)s1,-12%,13%,-13%,2%,12%,87
Cc1noc(C)c1C(=O)NCCc1c(C)[nH]c2ccccc12,-6%,-20%,0%,-4%,-7%,3
Cc1cc(C)c(NC(=O)Cn2nnc(-c3nc(-c4ccccc4)no3)c2N)c(C)c1,x,-1%,16%,x,x,17
Cc1nn(-c2ccc(F)cc2)c2c1cc(C#N)c1nc3ccccc3n12,-2%,u,-2%,1%,u,11

# (more compounds)
SMILES,AmpC inh no detg,Sm TGR inh,AmpC detergent,Giardia FBPA inh,HCV inh,HCMV inh
COc1ccc(-c2csc(=Nc3ccccc3)n2CCO)cc1,-1%,0%,u,-2%,13µM*!,-62*
O=C(COC(=O)/C=C/c1cn(-c2ccccc2)nc1-c1ccc2c(c1)OCCO2)NC1CCS(=O)(=O)C1 (configuration not stated),104%[activator],2%,-13%,-7%,u,-10
O=P(Nc1ccccc1)(Nc1ccccc1)Oc1ccc(Cl)cc1,-26%,-14%,u,-6%,u,30
CCOc1ccc(NC(=O)c2cc(=O)c3ccc(C)c(C)c3o2)cc1,x,1%,2%,x,x,0
CN1CCN(C(=O)CCn2nc(-c3ccccc3)c3ccccc3c2=O)CC1,23%,7%,u,1%,-5%,-14
Cc1ccc(C#N)c(SCC(=O)Nc2nccs2)n1,17%,x,-1%,8%,6%,105
Oc1c(C(c2ccco2)N2CCC3(CC2)OCCO3)sc2ncnn12 (configuration not stated),5%,u,u,u,22%,8
Cc1ccc(NC(=O)CCCN2C(=O)c3cccc4cccc(c34)C2=O)cc1,-14%,-11%,-8%,5%,u,-73*
CCOc1ccc(C(=O)N2CCCN(C(=O)c3ccc(OCC)cc3)CC2)cc1,64%[activator],3%,1%,0%,-11%,31
CN(C)C(CNC(=O)c1ccc(S(=O)(=O)Nc2ccccc2F)cc1)c1ccco1 (configuration not stated),10%,u,u,x,10%,-19
O=C(NNC(=O)c1cc2c(s1)CCCC2)c1ccccc1,-55%,-6%,-9%,-3%,14%,-26
CC1(C)OC(C)(C)/C(=C/Nc2ccc(O)cc2)C1=O,-20%,-28%,u,2.8µM*,-14%,-23
COc1ccc(C(CNC(=O)c2ccc(OC)c(S(=O)(=O)N3CCCC3)c2)N2CCCC2)cc1 (configuration not stated),9%,-10%,-16%,x,-24%,-20
COc1cccc(C(c2sc3nc(-c4ccco4)nn3c2O)N2CCOCC2)c1 (configuration not stated),x,3%,2%,x,x,-3
COC(=O)c1ccc(NS(=O)(=O)c2ccc(-n3cccn3)cc2)cc1,x,1%,11%,x,x,3
COc1cccc(NC(=O)[C@@H]2CCCN2C(=O)[C@@H]2Cc3ccccc3CN2C(=O)OC(C)(C)C)c1,85%[activator],-1%,1%,x,0%,32
Cc1cc(OCC(=O)Nc2cccc(S(=O)(=O)N3CCCCC3)c2)ccc1Cl,-35%,-18%,-6%,x,u,-6
Cc1ccccc1NC(=O)CN1C(=O)NC2(CCc3ccccc32)C1=O (configuration not stated),-2%,-5%,u,x,9%,-4
CCN1C(=O)c2ccc(C(=O)NCc3ccccc3)cc2C1=O,-2%,6%,-7%,2%,5%,-37
CC(C)c1ncc(C(O)c2ccccc2)n1C (configuration not stated),-4%,-1%,-4%,5%,15%,10
O=C(COC(=O)/C=C/c1ccco1)Nc1cc(S(=O)(=O)N2CCOCC2)ccc1Cl,-32%,x,x,x,6%,-13
O=C(CCCn1c(=O)c2sccc2n(CC(=O)OCc2ccccc2)c1=O)NCc1ccco1,-11%,-16%,-5%,8%,u,30
